FBA Mtb inh: inhibitors of M. tuberculosis fructose-bisphosphate aldolase. P9WQA3. purified M. tuberculosis FBA, fluorescence read-out. inhibition, % at 1 µM. hit rate 2.3% among 360,000. AID 588726; in the data active = inhibition above about 27%;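 note: 0% = vehicle and 100% = reference inhibitor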
Target sequence (P9WQA3 whole entry, looked up): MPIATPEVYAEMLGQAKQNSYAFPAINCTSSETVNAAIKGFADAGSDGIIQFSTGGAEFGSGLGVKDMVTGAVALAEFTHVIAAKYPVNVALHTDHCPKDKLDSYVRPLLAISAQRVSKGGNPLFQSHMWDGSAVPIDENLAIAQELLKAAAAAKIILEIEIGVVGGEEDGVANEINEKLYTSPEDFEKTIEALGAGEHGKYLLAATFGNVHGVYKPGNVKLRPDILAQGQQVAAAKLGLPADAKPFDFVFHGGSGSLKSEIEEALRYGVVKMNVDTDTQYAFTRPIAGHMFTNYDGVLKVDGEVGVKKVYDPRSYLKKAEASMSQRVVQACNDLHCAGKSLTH
UGM FP inh: inhibitors of M. tuberculosis UDP-galactopyranose mutase | purified UGM, fluorescence polarization probe displacement | inhibition, % at 10 µM | P9WIQ1 | AID 504406 | hit rate 0.06% among 320,000; in the data active = inhibition above about 10%, passing the limit was not always enough
GDH-TPI counter: GDH-TPI coupled enzyme inhibition counter-screen | hit rate 1.2% among 360,000 | GDH-TPI coupled enzyme counterscreen, NADH absorbance | AID 588335 | inhibition, % at 4.8 µM; in the data active = inhibition above about 30%;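 note: 0% = DMSO wells and 100% = wells lacking the enzyme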
Rv3671c protease: inhibits the M. tuberculosis serine protease Rv3671c; P9WHR9; inhibition, % at 5.96 µM; hit rate 0.048% among 320,000; AID 2606; in the data active = inhibition above about 38%;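 note: extracellular domain of Rv3671c used as enzyme; 0% = enzyme with DMSO and 100% = no enzyme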
Target sequence (P9WHR9 whole entry, looked up, the tested form may be a part): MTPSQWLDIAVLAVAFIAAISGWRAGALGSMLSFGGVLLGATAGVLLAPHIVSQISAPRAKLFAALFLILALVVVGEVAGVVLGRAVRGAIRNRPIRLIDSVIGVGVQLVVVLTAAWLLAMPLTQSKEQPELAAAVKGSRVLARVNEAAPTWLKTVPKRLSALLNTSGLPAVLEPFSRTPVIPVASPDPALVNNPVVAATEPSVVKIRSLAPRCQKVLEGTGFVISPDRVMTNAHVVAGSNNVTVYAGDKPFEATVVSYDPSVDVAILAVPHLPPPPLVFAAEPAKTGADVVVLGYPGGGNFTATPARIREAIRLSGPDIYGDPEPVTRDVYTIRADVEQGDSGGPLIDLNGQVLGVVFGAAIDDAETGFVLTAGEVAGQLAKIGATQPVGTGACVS
SSB-PriA inh: inhibitors of Klebsiella pneumoniae PriA binding to SSB C-terminal tail. AlphaScreen SSBct-PriA binding, biotinylated peptide. inhibition, % at 33 µM. hit rate 0.6% among 430,000; in the data active = inhibition mostly above about 37%, no sharp cut-off; inactive = mostly below about 20%;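 note: plate controls were negative control peptide for no effect and reference peptide for full effect; strong numbers were not always called active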
DUSP3 inh: DUSP3 (human) phosphatase inhibition; AID 1654; recombinant VHR phosphatase, pNPP absorbance; hit rate 0.52% among 290,000; inhibition, % at 13.3 µM; in the data active = inhibition above about 50%; note: some compounds called inactive have numbers as strong as hits
Target sequence (P51452 whole entry, looked up): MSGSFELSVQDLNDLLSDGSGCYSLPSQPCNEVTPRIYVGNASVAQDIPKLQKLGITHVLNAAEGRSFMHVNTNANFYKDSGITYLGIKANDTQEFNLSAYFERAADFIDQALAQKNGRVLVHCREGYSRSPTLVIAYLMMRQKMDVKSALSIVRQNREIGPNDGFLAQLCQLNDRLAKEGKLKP
BioA inh: blocks M. tuberculosis BioA enzyme activity | purified M. tuberculosis BioA enzyme, plate reader | inhibition, % at 9.99 µM | hit rate 0.096% among 360,000 | AID 602481; in the data active = inhibition above about 40%
MazEF act: increases E. coli MazEF RNase cleavage of RNA. P0AE70. FAM/BHQ RNA-DNA oligo cleavage fluorescence, 5 h. activation, % at 20 µM. hit rate 0.32% among 350,000. AID 504720; in the data active = activation above about 50%
SARS 3CLpro inh: SARS-CoV 3CLpro protease inhibition; AID 1706; recombinant SARS-CoV 3CLpro, quenched FRET peptide cleavage; inhibition, % at 6 µM; hit rate 0.14% among 290,000; P0C6X7; in the data active = inhibition above about 12%
BH1578 lux ind: inducers of Vibrio cholerae quorum light production without autoinducers; V. cholerae BH1578 lux reporter, luminescence, 6 h; activation, % at 18.7 µM; hit rate 0.16% among 350,000; AID 588436; in the data active = activation mostly above about 9.7%, no sharp cut-off; note: not every result past the cut was called active; inactives centre near 0; reference of the scale not given here
Active calls of the source: *; i = inactive; x = not tested or not shown; & = joins results of further samples. A portion of the library (hit frequency here may not be typical).

Under each structure: DUSP3 inh, Rv3671c protease, FBA Mtb inh, GDH-TPI counter, UGM FP inh, BH1578 lux ind, MazEF act, SSB-PriA inh, BioA inh, SARS 3CLpro inh
CSc1nc(N)c2cn[nH]c2n1
→ x, x, 1.1, -3.9, x, i, 1.4, -10.6, -1.3, x
CC(C)(C)SCCNS(=O)(=O)c1ccc(C#N)cc1
→ 31.6, 4.9, 0.3, 0.4, -0.4, -0.4, -3.1, -26.6, x, 2.4
CCCc1ccc(S(=O)(=O)N2CCN(C(=O)c3cc(C)on3)CC2)cc1
→ x, x, -1.8, 0.9, x, -0.3, 9.4, x, -1.0, x
CC1CCCN(C(=O)CSCC(=O)Nc2nc(-c3cccs3)cs2)C1 (centres undefined)
→ 4.0, -1.0, 0.7, 2.9, 1.3, -1.1, -5.3, -6.5, 1.8, -4.5
O=C(NCc1ccc(F)cc1)C1CCCN(S(=O)(=O)c2cccc3nsnc23)C1 (centres undefined)
→ -0.2, 1.5, -0.3, 16.7, -0.6, -0.8, 0.8, -1.3, -0.7, 2.7
COCCNC(=O)NC(=O)COC(=O)c1ccc2[nH]c3c(c2c1)CCCC3
→ 15.5, 6.9, 3.3, 3.4, -3.2, -1.0, 1.0, 14.8, x, 2.5
Cc1cc(C(=O)Nc2c(C)cccc2C)n(-c2ccccc2)n1
→ 10.7, 2.8, -2.6, 0.5, 0.0, -0.2, 7.3, -11.2, 0.4, -1.6
Cc1cc(S(=O)(=O)Nc2ncnc3sccc23)ccc1F
→ x, x, -0.2, -9.1, x, -0.3, 1.4, x, -1.4, x
COc1ccc(OC)c(Nc2ncnc3sccc23)c1
→ -5.4, -6.1, 0.3, 13.9, 2.0, -1.0, 9.2, -33.7, 24.5, 0.6
COc1ccc(CN2C(=O)C(O)(CC(=O)c3c(C)n[nH]c3C)c3ccccc32)cc1OC (centres undefined)
→ 3.5, 0.5, 2.8, 10.1, 3.0, -0.7, -4.0, -10.4, -2.2, -2.6
COc1ccc([N+](=O)[O-])c(O)c1C(C)=O
→ x, x, -0.8, 8.5, x, -4.3, 10.6, -10.6, -2.7, x
Cc1ccc(NC(=O)NN2CCN(C)CC2)cc1C
→ 69.8, x, 3.3, 7.2, -3.2, -0.1, -11.4, -21.2, -3.1, -1.3
COC(=O)COC(=O)c1ccc(Oc2nc(OC)nc(N(C)C)n2)cc1
→ -25.3, -5.1, 4.0, 2.2, -0.9, x, -1.5, -12.0, -0.1, 2.9
Cc1cc(C)cc(N(C(=O)c2ccccn2)C(C(=O)NC2CCCCC2)c2ccncc2)c1 (centres undefined)
→ 16.0, x, 7.1, 1.5, x, -4.0, -3.6, -0.7, -0.9, 1.1
CCN(CC)C(=O)c1sc2[nH]c(=S)n(-c3ccccc3)c(=O)c2c1C
→ 5.4, -6.8, 0.6, 33.2*, -0.7, -0.5, -2.9, 3.6, -1.4, -3.9
O=C(Nc1cccnc1)c1cc(-c2ccc(Cl)c(Cl)c2)on1
→ 30.5, -6.6, -3.4, -1.1, 5.2, -0.2, 4.5, -5.5, 1.3, 7.4
CCOc1ccc(C(CC(=O)O)NC(=O)COc2ccc3ccccc3c2)cc1OC (centres undefined)
→ 9.5, 3.4, -1.4, 2.9, 2.4, -0.5, 0.9, -3.6, -3.5, 5.6
COc1ccc2c(C)c(Cc3ccccc3)c(=O)oc2c1OC
→ 5.2, 2.5, 14.2, 8.5, -4.0, i, -3.6, -16.6, x, 4.0
C#CCOCCOCCOCCNc1nc(N2CCN(C(=O)[C@H](CCCCN)n3cc(C(N)[C@H](C)CC)nn3)CC2)nc(N2CCN(C(=O)[C@H](CCC(=O)O)n3cc(C(N)[C@H](C)CC)nn3)CC2)n1 (some centres undefined)
→ 3.1, -1.3, 0.1, 4.3, -0.7, i, 8.9, -15.1, -1.3, -3.0
NC(=O)C1(NC2CCCCC2)CCN(Cc2ccccc2)CC1
→ x, x, -1.2, 3.5, x, -2.0, -9.6, 1.5, 0.2, x
CC1C(C)N(C(=O)CCCl)c2ccccc2N1C(=O)CCCl (centres undefined)
→ x, x, 2.2, 5.1, x, -1.0, 10.0, -8.8, -1.4, x
COc1ccc(-c2nc(C#N)c(NCC3CCCO3)o2)cc1 (centres undefined)
→ -5.4, 10.0, 177.2*, 16.4, 0.9, i, -0.9, -3.7, -1.5, -0.2
CNC(=O)N1CCC(C(=O)c2c(C)c(C)c(C)c(C)c2C)CC1
→ -22.4, -3.6, 0.6, 6.3, 2.1, -1.0, 2.0, -4.1, -2.5, -0.2
C=CCCOc1ccccc1C(N)=O
→ -4.8, 4.1, -4.7, 11.2, -1.7, i, -0.5, -9.7, -0.9, -1.2
Cc1cccc(NC2=NC(=S)N(CC#N)C23CCCCC3)c1
→ -0.2, 1.8, -2.6, -9.7, 0.0, -0.3, -3.4, -0.3, 0.1, 3.0
COc1cc(-c2nc3n(n2)C(c2cccc(OC)c2OC)C2=C(CCCC2=O)N3)cc(OC)c1OC (centres undefined)
→ 28.7, -1.3, 0.2, 14.1, 2.7, -0.3, 5.9, -1.3, 0.0, -4.8
CCOc1ccc(Cc2c(Cl)nc(SC)nc2N(C)C)cc1
→ 7.3, -8.3, 0.9, -8.4, 0.5, -0.3, 0.4, -21.8, x, 0.3
CCN(CC)c1ccc2c(c1)OC(N)=C(C#N)C2c1cccnc1 (centres undefined)
→ 14.7, -6.8, -17.8, -6.0, 7.1, i, -613.0, 8.2, -27.6, -7.9
Nc1ccc(OCc2ccco2)cc1
→ -3.2, 6.1, -2.4, 14.6, 2.0, -0.2, 2.3, 5.5, 0.0, -1.2
Cc1nn(-c2ccccc2)c(C)c1NC(=O)COC(=O)c1ccc(S(=O)(=O)C(F)F)cc1
→ x, 2.5, -1.9, 7.6, 3.4, -1.1, 5.2, 5.0, 0.0, x

Another view of part of the listing above.
mol | DUSP3 inh | Rv3671c protease | FBA Mtb inh | GDH-TPI counter | UGM FP inh | BH1578 lux ind | MazEF act | SSB-PriA inh | BioA inh | SARS 3CLpro inh
Cc1nn(-c2ccccc2)c(C)c1NC(=O)COC(=O)c1ccc(S(=O)(=O)C(F)F)cc1 | x | 2.5 | -1.9 | 7.6 | 3.4 | -1.1 | 5.2 | 5.0 | 0.0 | x
CC(C)(C)SCCNS(=O)(=O)c1ccc(C#N)cc1 | 31.6 | 4.9 | 0.3 | 0.4 | -0.4 | -0.4 | -3.1 | -26.6 | x | 2.4
C#CCOCCOCCOCCNc1nc(N2CCN(C(=O)[C@H](CCCCN)n3cc(C(N)[C@H](C)CC)nn3)CC2)nc(N2CCN(C(=O)[C@H](CCC(=O)O)n3cc(C(N)[C@H](C)CC)nn3)CC2)n1 (some centres undefined) | 3.1 | -1.3 | 0.1 | 4.3 | -0.7 | i | 8.9 | -15.1 | -1.3 | -3.0
O=C(NCc1ccc(F)cc1)C1CCCN(S(=O)(=O)c2cccc3nsnc23)C1 (centres undefined) | -0.2 | 1.5 | -0.3 | 16.7 | -0.6 | -0.8 | 0.8 | -1.3 | -0.7 | 2.7

Later entries.
Under each structure: DUSP3 inh, Rv3671c protease, FBA Mtb inh, GDH-TPI counter, UGM FP inh, BH1578 lux ind, MazEF act, SSB-PriA inh, BioA inh, SARS 3CLpro inh
O=C(Nc1ccc(C(O)(C(F)(F)F)C(F)(F)F)cc1)c1ccc(Cl)c([N+](=O)[O-])c1
→ 5.7, -82.3, -3.6, 7.0, -2.4, i, 4.5, 0.2, 7.0, 5.4
CCCNC(=O)c1cc(C2CCCCN2C(=O)c2ccc3ccccc3c2)on1 (centres undefined)
→ x, x, -3.3, -7.3, x, i, x, x, 2.0, x
Cc1ccc(OCC(=O)Sc2ccc(C)cc2)cc1
→ 32.6, -8.8, 0.0, -3.4, -1.3, -0.9, -12.4, -23.9, -0.9, -2.8
COc1cc(C(=O)N(CCc2ccccc2)C2CC3CCC(C2)N3C)cc(OC)c1OC (centres undefined)
→ -0.8, 5.3, 0.4, 9.4, 2.2, i, 7.4, -5.2, -1.0, -1.6
CC[C@@H](CC1CCCCC1)C(=O)N(Cc1ccccc1)c1ccccc1
→ x, 1.2, 0.6, -11.1, 1.1, i, -6.1, -23.0, 0.4, x
CCOc1ccc(NC(=O)C2CSC(c3ccncc3)=N2)cc1 (centres undefined)
→ 0.2, 1.4, -0.9, 3.4, 3.0, -0.2, -2.1, 7.4, -2.1, 0.8
CC(C)c1onc(C(=O)NCc2ccccn2)c1[N+](=O)[O-]
→ 28.7, 0.9, 0.0, -1.9, 1.0, -0.1, -2.2, -5.7, x, 2.3
COC(=O)C1CCN(c2ccc(C(N)=O)cc2[N+](=O)[O-])CC1
→ -3.9, 7.6, 1.0, -5.3, 1.0, -0.3, -0.1, 0.7, x, -3.0
CC(C)c1nc(CNC(=O)CC2C(=O)NCCN2Cc2ccccc2)cs1 (centres undefined)
→ x, x, -4.9, 2.7, x, -5.8, 3.0, x, -2.7, x
CC(C)NC(=O)Nc1ccc2c(c1)C(=O)N([C@@H](C)CO)C[C@@H](C)[C@@H](CN(C)S(=O)(=O)c1ccc(F)cc1)O2
→ x, 1.8, 9.2, 17.4, 5.5, i, 0.2, -8.7, 1.6&-2.3, x
CC(=O)c1cccc(N(CC(=O)NC2CCCCC2)C(=O)Cn2nnc(-c3ccccc3)n2)c1
→ -9.4, -3.1, 1.4, 3.5, -7.1, i, -8.1, -5.7, -1.8, 1.9
CNS(=O)(=O)c1ccc(N2CCCC2=O)c([N+](=O)[O-])c1
→ 1.9, -19.3, 4.0, 7.0, -0.9, i, 0.5, 4.2, x, 6.7
O=C(CCN1C(=O)C2C3C=CC(C4CC34)C2C1=O)Oc1ccc(Br)cc1 (centres undefined)
→ 29.6, -2.5, 2.9, 11.2, 2.5, -0.3, 7.7, -9.6, x, 2.0
CCS(=O)(=O)N1CCC(NC(=O)c2cc(OC)cc(OC)c2)CC1
→ -0.5, 1.2, -3.2, 5.3, -0.8, -6.2, -4.0, -11.4, -0.1, -1.2
C=CCn1c(O)c(C(C)=NCCN2CCOCC2)c(=O)[nH]c1=O
→ 49.7, 9.6, -0.2, 5.3, -0.2, 1.7, 3.9, -14.5, -0.7, -5.5
O=C(Cc1ccccc1F)Nc1nc(-c2ccc(F)cc2)cs1
→ 6.9, -32.8, -5.0, 6.9, -6.0, -3.3, 5.9, -34.8, -0.6, 7.0
Cc1nnc(NC(=O)c2nn(CC(C)C)c(=O)c3ccccc23)s1
→ -9.8, -9.0, -0.9, -2.5, -5.5, -0.7, 21.6, 8.0, x, -1.5
O=C(NC(=S)NNC(=O)c1cnccn1)c1ccc(Cl)cc1
→ -11.7, 2.6, -2.0, -6.6, 5.6, -0.3, 5.8, -6.0, x, -1.0
CCC(=O)Nc1nnc(S(=O)(=O)N2CCCc3ccccc32)s1
→ 13.4, 2.9, 3.6, 4.3, 0.5, -0.2, -0.6, -12.9, -0.5, -1.3
O=C(CCN1C(=O)/C(=C\c2ccccc2Cl)SC1=S)Nc1cccnc1
→ 17.5, -16.7, -2.3, 10.7, 2.1, x, 5.4, -5.2, 10.0, 2.5
Cc1csc(NC(=O)c2c(-c3ccccc3)noc2C)n1
→ -13.7, -4.2, -3.7, -4.4, -0.9, -0.6, 12.6, -6.2, 0.0, -5.7
CC(CCCC(C)(C)O)NCCO (centres undefined)
→ -9.1, -6.0, -1.4, -8.3, 0.3, i, -0.8, -17.4, 2.0, -3.5
COc1ccc(C)cc1-n1nnnc1SCC(=O)NC1CCS(=O)(=O)C1 (centres undefined)
→ x, 6.0, -2.1, 10.5, -0.9, -0.3, 4.3, -11.1, 0.1, x
